# Compound activity deposited in PubChem by several laboratories.
# DUSP3 inh: blocks human VHR1 dual specificity phosphatase; P51452; recombinant VHR phosphatase, pNPP absorbance; inhibition, % at 13.3 µM; actives 0.52% (n = 290,000); in the data active = inhibition above about 50%; also: some compounds called inactive have numbers as strong as hits
# Target sequence (P51452 whole entry, looked up): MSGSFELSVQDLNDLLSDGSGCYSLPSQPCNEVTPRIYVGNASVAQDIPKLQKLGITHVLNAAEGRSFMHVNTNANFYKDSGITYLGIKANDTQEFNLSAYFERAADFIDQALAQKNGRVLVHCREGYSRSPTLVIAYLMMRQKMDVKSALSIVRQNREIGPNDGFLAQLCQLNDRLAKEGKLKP
# Mtb UGM inh: blocks M. tuberculosis UGM enzyme; P9WIQ1; purified UGM, fluorescence polarization probe displacement; inhibition, % at 10 µM; actives 0.06% (n = 320,000); AID 504406; in the data active = inhibition above about 10%, passing the limit was not always enough; inconclusive = no clear call, values can overlap the other calls
# Target sequence (P9WIQ1 whole entry, looked up): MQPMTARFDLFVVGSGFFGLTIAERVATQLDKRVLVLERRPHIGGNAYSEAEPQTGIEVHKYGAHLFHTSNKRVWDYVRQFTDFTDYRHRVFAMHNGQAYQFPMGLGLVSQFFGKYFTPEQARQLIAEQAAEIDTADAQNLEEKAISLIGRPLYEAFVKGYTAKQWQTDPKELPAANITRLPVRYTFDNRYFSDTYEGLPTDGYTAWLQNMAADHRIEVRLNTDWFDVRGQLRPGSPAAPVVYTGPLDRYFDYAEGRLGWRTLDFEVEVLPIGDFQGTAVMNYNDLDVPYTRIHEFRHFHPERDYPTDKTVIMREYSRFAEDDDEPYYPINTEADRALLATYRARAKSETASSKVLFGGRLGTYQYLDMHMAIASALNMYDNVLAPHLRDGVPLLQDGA
# Rv3671c protease: inhibits the M. tuberculosis serine protease Rv3671c; P9WHR9; inhibition, % at 5.96 µM; actives 0.048% (n = 320,000); AID 2606; in the data active = inhibition above about 38%;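 also: extracellular domain of Rv3671c used as enzyme; 0% = enzyme with DMSO and 100% = no enzyme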
# Target sequence (P9WHR9 whole entry, looked up, the tested form may be a part): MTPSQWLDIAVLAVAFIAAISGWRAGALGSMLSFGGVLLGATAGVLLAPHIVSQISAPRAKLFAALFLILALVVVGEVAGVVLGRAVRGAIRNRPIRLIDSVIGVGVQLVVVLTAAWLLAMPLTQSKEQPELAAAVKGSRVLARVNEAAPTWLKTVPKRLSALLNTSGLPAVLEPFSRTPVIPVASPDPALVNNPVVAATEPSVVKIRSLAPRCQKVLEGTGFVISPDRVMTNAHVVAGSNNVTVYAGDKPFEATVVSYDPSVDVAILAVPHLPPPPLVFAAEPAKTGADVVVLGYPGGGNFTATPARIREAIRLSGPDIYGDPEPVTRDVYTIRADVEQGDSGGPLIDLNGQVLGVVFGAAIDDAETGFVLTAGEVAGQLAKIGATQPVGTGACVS
# Mtb FBA inh: Mtb fructose-bisphosphate aldolase inhibition; P9WQA3; actives 2.3% (n = 360,000); purified M. tuberculosis FBA, fluorescence read-out; AID 588726; inhibition, % at 1 µM; in the data active = inhibition above about 27%;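 also: 0% = vehicle and 100% = reference inhibitor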
# GDH-TPI counter: counter-screen for M. tuberculosis FBA inhibitors: GDH-TPI coupled enzymes; GDH-TPI coupled enzyme counterscreen, NADH absorbance; AID 588335; actives 1.2% (n = 360,000); inhibition, % at 4.8 µM;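 also: 0% = DMSO wells and 100% = wells lacking the enzyme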
# BioA inh: blocks M. tuberculosis BioA enzyme activity. purified M. tuberculosis BioA enzyme, plate reader. inhibition, % at 9.99 µM. actives 0.096% (n = 360,000); in the data active = inhibition above about 40%; inconclusive = no clear call, values can overlap the other calls
# CCHF vOTU inh: CCHFV vOTU protease inhibition | actives 0.55% (n = 370,000) | Pep-AMC fluorescence | inhibition, % at 11.5 µM | AID 651958; also: 0% = vehicle wells with enzyme and 100% = no enzyme wells
# FadD28 binding: M. tuberculosis FadD28 bisubstrate binding inhibition; actives 0.22% (n = 360,000); inhibition, % at 12.5 µM; FadD28 bisubstrate probe binding, fluorescence polarization; AID 588549; in the data active = inhibition above about 8.5%, passing the limit was not always enough; inconclusive = no clear call, values can overlap the other calls
# MazEF act: increases E. coli MazEF RNase cleavage of RNA. P0AE70. FAM/BHQ RNA-DNA oligo cleavage fluorescence, 5 h. activation, % at 20 µM. actives 0.32% (n = 350,000); in the data active = activation above about 50%
# BoNT F protease: BoNT F light chain protease inhibition; Multiplex microsphere protease cleavage assay, flow cytometry; inhibition, % at 10 µM; actives 0.22% (n = 360,000); in the data active = inhibition above about 35%, passing the limit was not always enough; inconclusive = no clear call, values can overlap the other calls; also: plate controls were buffer without enzyme for full effect and enzyme alone for no effect
# Numbers without * were called inactive; ? = inconclusive; . = not tested or not shown; & = joins results of further samples. Rule as the data show it, unless noted: active = inhibition above about 30%; inactive = the rest.
no.	canonical_smiles	DUSP3 inh	Mtb UGM inh	Rv3671c protease	Mtb FBA inh	GDH-TPI counter
1	COc1cc(C(=O)N2CCCc3ccccc32)cc(OC)c1OC	-18	1.1	-2	0	15
2	C#CCNC(=O)C1=C[C@H](c2coc3ccccc3c2=O)C[C@H](OCc2ccc(CO)cc2)O1	10	-1.3	2	0	-10
3	COc1ccc(CNC(=O)CN(C(=O)c2csnn2)c2ccc(F)cc2)cc1	44	0.7	0	3	-5
4	Cn1c(SCCOc2cccc(Cl)c2)nnc1-c1ccncc1	6	0.3	-6	1	4
5	O=C1CCc2cc(S(=O)(=O)NC(Cc3ccccc3)C(=O)NC3CCCC3)ccc2N1 (stereo not drawn)	19	-2.4	-3	2	8
6	C=CCSc1nnc(-c2cc(C(C)(C)C)nn2Cc2ccc(F)cc2)n1C	32	0.4	6	-1	-4
7	COc1ccc(OC)c(NC(=O)C2CCCN(S(=O)(=O)c3ccc(-n4cnnn4)cc3)C2)c1 (stereo not drawn)	29	0.2	12	-9	-3
8	CN(C)c1ccc(CN2CCCCCC2)cc1	-21	0.1	1	1	17
9	CC(C)CC(NC(=O)C1CCC(C)CC1)C(=O)Nc1ccccn1 (stereo not drawn)	17	-1.4	2	1	4
10	O=c1[nH]c(SCc2ccccc2)nc2ccsc12	37	-0.1	3	3	-3
11	O=C(CCc1nc2ccccc2c(=O)[nH]1)NCCN1C(=O)S/C(=C\c2ccc(OC(F)F)cc2)C1=O	.	.	.	13	24
12	Cc1cc(S(=O)(=O)Nc2ccc(C(=O)NCC3CCCO3)cc2)ccc1F (stereo not drawn)	.	-6.8	4	0	6

no.	BioA inh	CCHF vOTU inh	FadD28 binding	MazEF act	BoNT F protease
1	6.8	1	-0.2	3	10
2	-0.9&-1.0	9	-4.2	6	5
3	-0.6	7	-0.3	-2	9
4	1.0	-4	-2.2	1	-17
5	-1.3	-2	0.3	7	-9
6	.	-3	0.1	-2	0
7	0.2	-1	-2.5	8	-8
8	-2.4	-1	1.8	-2	-4
9	0.5	-3	-1.6	-2	20
10	.	-6	-5.0	10	0
11	-0.2	-6	-0.8	-3	-7
12	-0.2	-13	-4.2	.	-4

# Six compounds drawn at random from those above, as already listed:
no.	canonical_smiles	DUSP3 inh	Mtb UGM inh	Rv3671c protease	Mtb FBA inh	GDH-TPI counter
7	COc1ccc(OC)c(NC(=O)C2CCCN(S(=O)(=O)c3ccc(-n4cnnn4)cc3)C2)c1 (stereo not drawn)	29	0.2	12	-9	-3
3	COc1ccc(CNC(=O)CN(C(=O)c2csnn2)c2ccc(F)cc2)cc1	44	0.7	0	3	-5
1	COc1cc(C(=O)N2CCCc3ccccc32)cc(OC)c1OC	-18	1.1	-2	0	15
9	CC(C)CC(NC(=O)C1CCC(C)CC1)C(=O)Nc1ccccn1 (stereo not drawn)	17	-1.4	2	1	4
10	O=c1[nH]c(SCc2ccccc2)nc2ccsc12	37	-0.1	3	3	-3
11	O=C(CCc1nc2ccccc2c(=O)[nH]1)NCCN1C(=O)S/C(=C\c2ccc(OC(F)F)cc2)C1=O	.	.	.	13	24

no.	BioA inh	CCHF vOTU inh	FadD28 binding	MazEF act	BoNT F protease
7	0.2	-1	-2.5	8	-8
3	-0.6	7	-0.3	-2	9
1	6.8	1	-0.2	3	10
9	0.5	-3	-1.6	-2	20
10	.	-6	-5.0	10	0
11	-0.2	-6	-0.8	-3	-7

# (further entries)
no.	canonical_smiles	DUSP3 inh	Mtb UGM inh	Rv3671c protease	Mtb FBA inh	GDH-TPI counter
13	CCC[C@@H](CN[C@@H](CNC)[C@H](C)CC)NCC1CCC(C(C)(C)C)CC1 (stereo partly drawn)	13	-0.5	-9	-1	-5
14	CC1(C)Cc2c(sc3nc(SCC(=O)O)nc(N)c23)CO1	-18	1.1	4	1	-3
15	Cc1ccccc1-c1n[nH]nc1C1=CC(=O)C[C@H](c2ccc(F)cc2)C1	.	.	.	-4	4
16	S=c1[nH]nc(-c2ccc(Cl)cc2Cl)n1-c1ccc(Cl)cc1	16	4.7	2	0	-1
17	C=C(C)Cn1c(N2CC(C)CC(C)C2)nc2c1c(=O)[nH]c(=O)n2C (stereo not drawn)	18	6.2	6	2	-3
18	CC(C)(C)c1ccc(C(=O)NCC(=O)O)cc1	7	4.5	-9	5	1
19	NNC(=O)C1CCN(S(=O)(=O)c2ccc(Cl)cc2)CC1	.	0.4	-3	0	15
20	COCCN(C(=O)c1snc(C(N)=O)c1N)C(C(=O)NC1CCCCC1)c1cc(OC)c(OC)c(OC)c1 (stereo not drawn)	13	0.9	8	3	10
21	CSc1ncccc1C(=O)OCC(=O)NC(C)C	-6	0.3	-1	2	-3
22	COc1ccc(-c2nnn(CCc3nn[nH]n3)n2)cc1OC	6	-3.0	-5	2	-11
23	COC(=O)C(C)NC(=O)c1ccc(C(C)(C)C)cc1 (stereo not drawn)	2	1.1	4	4	-3
24	COc1cccc(NC(=O)Cn2cnc3c(oc4nc5c(cc43)CCCC5)c2=O)c1	1	1.9	-17	2	-5

no.	BioA inh	CCHF vOTU inh	FadD28 binding	MazEF act	BoNT F protease
13	-2.8	1	-0.3	20	-32
14	-0.8	2	-4.7	-5	3
15	1.8	8	-4.8	2	-8
16	3.4	-3	-1.2	-1	.
17	0.8	18	0.0	8	-6
18	.	3	-1.3	2	-7
19	.	-2	-0.6	3	-8
20	0.8	-9	-0.8	-2	4
21	0.4	11	-3.8	5	-6
22	0.5	-3	-0.5	2	1
23	.	-1	-2.3	-1	1
24	-1.2	-2	-1.7	9	-2

# Following part:
no.	canonical_smiles	DUSP3 inh	Mtb UGM inh	Rv3671c protease	Mtb FBA inh	GDH-TPI counter
25	CC(=O)Nc1ccc(NC(=O)CSc2nnc(-c3cccnc3)o2)cc1	.	-0.3	-2	-1	0
26	Cc1cc2ncn(CCOc3ccccc3C#N)c2cc1C	35	-0.2	-3	1	3
27	Cc1c(NC(=O)CS(=O)(=O)c2ccccc2)c(=O)n(-c2ccccc2)n1C	9	2.5	4	-1	-6
28	O=C(CN1CCOc2ccccc21)NCc1ccccc1	-4	-2.5	-2	2	3
29	CCCCn1c(=O)[nH]c(=O)c2c1nc(Cn1ncc(Cl)c(Cl)c1=O)n2CCC	6	-0.7	-11	2	3
30	COC(=O)Nc1ccc2ncn(C)c(=O)c2c1	-9	-0.5	-3	-1	-9
31	COc1cccc(C(=O)N(CN2CCCC2=O)c2cccc(Cl)c2)c1	18	1.2	-9	2	6
32	Cc1ccc(CNC(=O)CCC2CCCN(Cc3cc4ccccc4o3)C2)o1 (stereo not drawn)	-16	2.3	3	6	18
33	CCOc1ccc(CCNC(=O)Cn2c(=O)c3cccn3c3cccnc32)cc1	-7	-0.9	-27	1	7
34	COc1cc(S(=O)(=O)NC2CCCC2)ccc1F	17	-1.9	5	-1	8
35	CC(C)(C)c1ccc(C(=O)NCc2ccc(Cl)cc2)cc1	20	2.2	2	3	12
36	Cc1ccccc1NC(=O)OCc1ccccc1	26	1.5	-5	-1	13

no.	BioA inh	CCHF vOTU inh	FadD28 binding	MazEF act	BoNT F protease
25	0.6	-6	-1.0	7	-12
26	-2.0	6	-1.6	4	-15
27	0.4	3	-4.4	-2	-2
28	-2.6	-2	0.1	16	-10
29	-1.2	-1	1.2	-10	-4
30	-1.2	3	-4.0	4	-5
31	.	15	-1.0	-10	-8
32	-1.2	8	-0.5	-4	-6
33	-1.4	14	-3.3	-14	10
34	-1.5	-15	-0.4	5	-2
35	-0.9	2	-2.6	1	-5
36	0.1	-3	-0.2	9	?

# New compounds follow
no.	canonical_smiles	DUSP3 inh	Mtb UGM inh	Rv3671c protease	Mtb FBA inh	GDH-TPI counter
37	Cc1ccc(NC(=O)N2CCCC(C(=O)O)C2)cc1 (stereo not drawn)	17	0.5	3	-1	0
38	COCCN1Cc2cccc(C(=O)Nc3ccc(C)cc3)c2C1=O	-5	1.5	-4	1	4
39	CCCNC(=O)c1c(N)n(-c2ccc3c(c2)OCO3)c2nc3ccccc3nc12	1	-0.4	-3	-2	6
40	Cc1cccc[n+]1CC(=O)c1ccccc1	-6	-1.1	1	1	12
41	O=C(Nc1ccccc1)NN(C(=O)CCl)c1ccccc1	-16	-0.9	2	1	-2
42	O=C(Nc1ccc(N2CCOCC2)c(Cl)c1)c1cc(F)c(F)cc1Cl	15	-1.5	-3	5	3
43	Cc1ccc(CNc2ccc3c(c2)ncn3C(C)C)cc1	8	1.9	7	8	5
44	CN1CCN(c2ncnc3c2ncn3[C@H]2CN(Cc3cccs3)C[C@@H](CO)O2)CC1	.	.	.	-1	8
45	Cn1cncc1C#Cc1c(-c2ccc(S(C)(=O)=O)cc2)sc2ccccc12	.	.	-12	25	21
46	Cc1ccc(C(C)NC(=S)NCc2ccc(F)cc2)c(C)c1 (stereo not drawn)	10	3.8	-2	3	-9
47	NS(=O)(=O)c1ccc(NC(=S)NC(=O)c2cccs2)cc1	9	-1.0	-2	2	10
48	CCc1ccc(S(=O)(=O)NC(CC(=O)O)c2ccccc2)cc1 (stereo not drawn)	14	-1.3	-2	1	10

no.	BioA inh	CCHF vOTU inh	FadD28 binding	MazEF act	BoNT F protease
37	1.5	22	-0.7	4	-3
38	.	8	-0.7	12	-6
39	0.4	-7	-0.7	6	-1
40	0.0	-1	-1.3	-5	2
41	0.5	14	-2.3	10	4
42	0.9	2	0.9	6	-8
43	.	4	-0.5	0	-17
44	-0.3	-7	0.3	.	8
45	-0.6	-19	-0.9	10	7
46	1.1	21	-1.1	0	-5
47	0.3	-10	-3.0	-2	2
48	.	-3	-3.4	3	-8

# Results in sequence from the entries so far:
# Compounds 40 to 47 in Rv3671c protease read 1, 2, -3, 7, ., -12, -2, -2
# Compounds 40 to 47 in FadD28 binding read -1.3, -2.3, 0.9, -0.5, 0.3, -0.9, -1.1, -3.0

# (cont.)
no.	canonical_smiles	DUSP3 inh	Mtb UGM inh	Rv3671c protease	Mtb FBA inh	GDH-TPI counter
49	C=CCOc1cccc(C(=O)N2CCCC(Nc3ccc(F)cc3)C2)c1 (stereo not drawn)	10	-1.5	-2	4	12
50	Nc1nc2c([N+](=O)[O-])cccc2s1	27	4.1	10	4	10
51	CC(C)(C)OC(=O)N(CCc1ccccc1)Cc1cccc(OCc2cccc(NC(=O)C3CC3)c2)c1	.	.	.	2	17
52	O=[N+]([O-])c1cccc(C=NN2CCCCCC2)c1	.	.	.	-1	11
53	CCOC(=O)C1CCN(CCC(=O)Nc2ccccc2)CC1	-10	-0.7	7	3	-11
54	NNc1nc2cccnc2n(CCNc2ncc(C(F)(F)F)cc2Cl)c1=O	23	2.9	2	-1	-1
55	O=C(COC(=O)/C=C/c1ccccc1)NCc1ccccc1Cl	22	0.4	-1	7	-3
56	CCOC(=O)C1CCN(C(=O)CN(c2cccc(OC)c2)S(=O)(=O)c2ccccc2)CC1	18	1.4	-3	2	3
57	COc1cccc(C(=O)N/N=C2\SCC(=O)N2Cc2ccc3c(c2)OCO3)c1	5	-1.1	-6	1	9
58	Cc1nc(CN2CCOCC2)cc(=O)[nH]1	5	-0.2	-4	-1	6
59	O=C(Cc1cccs1)N/N=C/C=C\c1ccccc1[N+](=O)[O-]	16	-2.7	-15	1	8
60	Cc1noc(C)c1COC(=O)c1cc(S(=O)(=O)N2CCOCC2)ccc1F	.	2.7	-8	3	-4
61	COc1cc2c(cc1OC)CN(CC(=O)Nc1ccccc1C(=O)NCc1ccccc1)CC2	38	-0.8	4	3	-7

no.	BioA inh	CCHF vOTU inh	FadD28 binding	MazEF act	BoNT F protease
49	2.6	-3	-0.7	-9	-8
50	.	-7	-0.9	-11	-1
51	-1.9	20	-2.4	-1	-3
52	.	11	1.4	8	-6
53	-0.6	-3	0.1	-1	3
54	-2.6	2	-4.8	5	-10
55	1.5	-5	-1.5	-4	-1
56	-0.7	6	-1.4	-3	7
57	1.6	0	-0.3	10	-7
58	-0.8	-15	0.6	-1	-9
59	.	3	0.1	4	0
60	-1.4	7	-0.7	6	-6
61	-4.1	6	1.2	9	-4
